# Screening results as filed in PubChem.
# ERK EGF inh: blocks ERK signaling stimulated by EGF. HEK293-V1b, EGF-stimulated phospho-ERK AlphaScreen. Potency, µM (titrated, usually from 11.5 µM), for inactives: at the top dose activity change, negative = inhibition, usual class: inhibitors. hit rate 0.41% among 130,000. AID 1454; active = well fitted inhibition curve with a large enough effect; inconclusive = small, poorly fitted or top-dose-only effect, or effect the other way;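 also: plate controls were stimulated vehicle wells for no effect and unstimulated vehicle basal for full effect; nearly all actives have a fitted effect of over 55% in size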
#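 In this qHTS, HEK293 cells with stable type-1 vasopressin (V1b) receptor were exposed to compound at 37C for 30 min, stimulated 5 min with EGF at 25 nM, lysed, and probed for phospho-ERK by AlphaScreen.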
# Starred values were filed as active, the others as inactive; ? = inconclusive; [ ] = remark or other dose. Potency is read from the fitted curve at half-maximal effect.
SMILES,ERK EGF inh
Cc1ccc(OCC(=O)NCC(=O)Nc2ccc(F)c(F)c2F)c([N+](=O)[O-])n1,-7%
O=C(Cc1cc(=O)[nH]c(=O)[nH]1)NCc1ccccc1,6%
COC(C[C@@H]1O[C@H]1[C@H](O)COCc1ccccc1)OC,-2%[57.5 µM]
O=C(Nc1nc(-c2cccs2)c(C(=O)C(F)(F)F)s1)c1ccco1,-9%
O=C(/C=C/c1ccco1)c1ccc(O)cc1,-1%
CCC(=O)c1ccc(N2CCN(C(=O)c3cccc(F)c3)CC2)c(F)c1,-7%
O=C(c1cc(=O)[nH]c2ccccc12)N1CCN(c2ccccc2)CC1,-9%[57.5 µM]
CCCCCC(=O)Cc1cc(O)cc(O)c1C(=O)Oc1cc(CC(=O)CCCCC)c(C(=O)O)c(OC)c1,15%
COCC(C)n1c(C)cc(C(=O)COC(=O)CN=C2NS(=O)(=O)c3ccccc32)c1C (configuration not stated),29%
Clc1ccc(CN2CCN(/N=C/c3cccnc3)CC2)cc1,-5%
CC(C)C(C(=O)NCC1CCCO1)N(Cc1cccs1)C(=O)CNS(=O)(=O)c1ccccc1 (configuration not stated),2%
Cc1ccnc(NS(=O)(=O)c2ccc(NC(=O)c3ccc(S(=O)(=O)N4CCOCC4)cc3)cc2)n1,-11%
CC1CN(c2nc(Nc3ccccc3)nc(N)c2[N+](=O)[O-])CC(C)O1 (configuration not stated),-13%[57.5 µM]
COc1cc(S(=O)(=O)N2CCN(c3ccccc3)CC2)ccc1F,-1%
CN(c1ccc([N+](=O)[O-])cc1C(N)=O)C1CCCCC1,1%
O=C(CNC(=O)c1ccccc1)Nc1cccc(C(F)(F)F)c1,8%
CC1(C)CC2CC(C)(CN2S(=O)(=O)c2cccc(N)c2)C1 (configuration not stated),-9%
CCCCC(=O)Nc1cccc(C(C)O)c1 (configuration not stated),-10%
O=C(O)c1cc(-c2c[nH]c3ccccc23)nc2cc3ccccc3cc12,9%[57.5 µM]
CC(C)CNC(=O)C1CCCN(C(=O)NCc2ccccc2)C1 (configuration not stated),-16%
Nc1cc(-c2ccccc2)nn1Cc1ccccc1,-2%
CC(=O)c1c(C)[nH]c(C(=O)O)c1C,-5%
S=C1CSc2ccccc2N1,-6%
COC(=O)c1ccc(CN2CCC(CO)(Cc3cccc(OC)c3)CC2)cc1,0%
O=C(COc1cccc(-n2cnnn2)c1)Nc1ccccc1,-2%
SMILES,ERK EGF inh
O=C(Nc1ccc(-n2cnnn2)cc1)c1cn2ccccc2n1,0%[57.5 µM]
COc1ccc([N+](=O)[O-])cc1C(=O)Nc1ccc(Cc2ccncc2)cc1,5%
O=C(/C=C/c1ccc(F)cc1)NNC(=O)CCN1CCN(Cc2ccccc2)CC1,-1%
Cc1ccc(Cn2ncc(C)c2N)o1,-2%
CCCc1cc(=O)[nH]c(SCc2csc(-c3ccccc3)n2)n1,3%
CC(C)N(CCNCC(O)COc1ccc(C(C)(C)c2ccccc2)cc1)C(C)C (configuration not stated),11%
O=c1c(Cl)c(N2CCC3(CC2)OCCO3)cnn1C12CC3CC(CC(C3)C1)C2,-13%[57.5 µM]
O=C(NC(=S)NNC(=O)c1cc2ccccc2cc1O)c1ccco1,-15%
CC(C)(C)c1ccc(C(=O)Nc2ccc(Cl)cc2)cc1,-4%
Cc1ccc(N=C2SC(C(=O)O)CC(=O)N2C)cc1C (configuration not stated),6%
CCOCCCNC(=S)N1CCN(Cc2ccc3c(c2)OCO3)CC1,-2%
CNc1cncc(C(=O)O)c1,-4%
O=C(O)C(Oc1ccc2c(-c3ccccc3)cc(=O)oc2c1)c1ccccc1 (configuration not stated),0%[57.5 µM]
Cc1cccc(N2C(=S)NC3c4cc(Cl)ccc4OC2(C)C3C(=O)N(C)C)c1 (configuration not stated),0%[57.5 µM]
CC(C)(C)n1nnnc1C(c1ccc2ncccc2c1)N1CCSCC1 (configuration not stated),-1%[57.5 µM]
c1ccc2c(c1)OCCOCCOCCOCCOc1ccccc1OCCOCCOCCO2,-2%
O=C(O)CN1C(=O)/C(=C/C=C/c2ccccc2)SC1=S,0%
CC1=[N+](C)N(c2ccccc2)C(=O)C1N=Cc1c(Cl)cccc1Cl (configuration not stated),-5%
Nc1cc(C(F)(F)F)ccc1Nc1ccccc1,-7%
N#C/C(=C\c1ccco1)C(=O)Nc1cccc2ncccc12,-1%
O=C(NCc1nc2ccccc2[nH]1)C1CCCCC1,-12%
O=C(NNC(=O)c1ccc2nonc2c1)Nc1ccc(Cl)cc1,-5%[57.5 µM]
CCOc1ccc2nc(SCc3cccc(C)c3)nc(C)c2c1,13%
COCC(=O)N1CCC2(CC1)CCN(c1ccncc1)CC2,14%
CC(C)c1[nH]nc2c1C(c1cccs1)C(C#N)=C(N)O2 (configuration not stated),1%
SMILES,ERK EGF inh
On1nnc2ccc3ccccc3c21,1%
CCOc1ccc(-c2cc(C(=O)NN=C3CCN(C)CC3)[nH]n2)cc1,-18%
NS(=O)(=O)c1ccc(NNC(=O)c2ccc(F)cc2F)cc1,-4%[57.5 µM]
CC(=O)NC(Cc1ccc(C)cc1)C(=O)NC1CCN(C(=O)c2ccc([N+](=O)[O-])cc2)CC1 (configuration not stated),8%
O=C(O)c1c(C(=O)N2N=C3/C(=C/c4ccccc4)CCCC3C2c2ccccc2)cccc1[N+](=O)[O-] (configuration not stated),9%
Cc1cc(-c2ccc(Cl)cc2Cl)c(C#N)c(=O)[nH]1,14%[57.5 µM]
CN(C)CCNCCCOc1ccccc1-c1ccccc1,-9%
COc1cccc(CN2CCNC(=O)C2CC(=O)NC2Cc3ccccc3C2)c1 (configuration not stated),4%
CC(=O)Nc1ccc(S(=O)(=O)Oc2ccc(C=O)cc2)cc1,7%
CN(C)c1cc[n+](/C(C(=S)Nc2ccc(SC(F)F)cc2)=C(/[O-])c2ccccc2)cc1,-1%
CCC(C)NC(=O)C1CCN(S(=O)(=O)N2CCC3(CC2)OCCO3)CC1 (configuration not stated),15%
CCOC(=O)CSc1nnc([C@H](CC(C)C)NC(=O)OC(C)(C)C)o1,-2%
COc1cccc(C(=O)NC(=S)Nc2ccc(Cl)cc2C(=O)O)c1,3%[57.5 µM]
Nn1c(SCc2ccccc2)nc2c(cnn2-c2ccccc2)c1=O,-12%
CC1CCN(C(=O)CSc2ccc(-c3ccccc3)nn2)CC1,-1%
COc1ccc(NC(=O)c2ccc(-c3ccc(C)c4ccccc34)o2)cc1,1%
CC1(C)Oc2ccc(C(=O)NN)cc2NC1=O,12%
COc1cc(C(=O)NNC(=O)C2CC=CCC2C(=O)O)cc(OC)c1OC (configuration not stated),7%
CCc1ccccc1NC(=O)CN(C)C(=O)CSc1nnc(Nc2cccc(C)c2)s1,3%
O=C(O)c1cnc2[nH]c3ccccc3n2c1=O,-2%[57.5 µM]
CC(=O)c1sc(N/N=C\c2ccc(C)cc2)nc1C,-1%
COc1ccc(C2C(C(=O)Nc3cc(OC)c(OC)c(OC)c3)c3ccccc3C(=O)N2C)cc1OC (configuration not stated),7%
O=C(O)c1ccc(/C=N/n2cc(-c3ccccc3)[nH]c2=S)cc1,-1%[57.5 µM]
COc1ccc(Cl)cc1C(=O)Nc1cccc(-c2ccc3nncn3n2)c1,-1%
O=C(NCc1n[nH]c(=S)n1-c1ccc(Br)cc1)c1ccc(S(=O)(=O)N2CCCC2)cc1,-1%
SMILES,ERK EGF inh
Cc1ccc(CN2CCN(Cc3cnn(-c4ccc(Cl)cc4)c3)CC2CCO)o1 (configuration not stated),-3%
COC(=O)c1cc(Cl)c(NC(=O)c2ccc(F)cc2)cc1OC,4%
CC(C)CC(=O)Nc1ccc2nn(-c3ccccc3)nc2c1,-2%
Cc1cccc(C(=O)NC(=S)NNC(=O)c2cccs2)c1,14%
COc1cccc(C(=O)N2CCOCC2)c1,-6%
Cn1cnnc1SCC(=O)Nc1ccc(OCc2ccccc2)cc1,-4%
O=C(C(=O)N1CCOCC1)c1c[nH]c2ccccc12,-3%
O=c1cc(O)c2sc3nc(-c4ccccc4)cc(C(F)(F)F)c3c2[nH]1,7%
O=C(CSc1nc2ccccc2o1)Nc1nc(-c2ccccc2)cs1,?
COc1cc(NC(=O)c2ccc(OC)c([N+](=O)[O-])c2)ccc1NC(=O)c1cccs1,3%
CCc1nnc(NC(=O)Nc2ccc(Cl)cc2)s1,-15%
Cc1oc(-c2nc3ccccc3n2C)cc1C(=O)c1ccccc1,6%
COc1ccccc1NC(=O)C1CCCN(c2cc(C)nc3ncnn23)C1 (configuration not stated),-1%
O=Nc1c(-c2c(O)[nH]c3cc(Br)ccc23)[nH]c2ccccc12,28µM*
CC(C)OC(=O)C1C(=O)CC(C)(O)C(C(=O)OC(C)C)C1c1ccc([N+](=O)[O-])cc1 (configuration not stated),6%
O=C(CCC(=O)Nc1ccccc1Cl)NNC(=O)c1ccco1,6%
Cc1c(C(=O)Oc2cccc3cccnc23)cccc1[N+](=O)[O-],-2%
CSc1cccc(NC(=S)N(Cc2ccccc2)Cc2ccccn2)c1,4%
CC1(C(=O)N2CCN(c3ccccc3)CC2)CC1(Cl)Cl (configuration not stated),-13%
O=C(CN1CCSc2ccccc21)NCCCc1ccccc1,6%
CC(=O)N1CCCN(Cc2cn(-c3cccc(C)c3)nc2-c2cccc(F)c2)CC1,-1%[57.5 µM]
CCNC(=S)N(CCc1ccccc1C)Cc1cc2cc(OC)c(OC)cc2[nH]c1=O,-7%
CCCC/C=C/C(NC(=O)c1ccc(-c2ccccc2)cc1)c1ccccc1 (configuration not stated),5%
Cc1ccccc1NC(=O)COC(=O)CCc1nc2ccccc2c(=O)[nH]1,-6%
Fc1cccc(/C=N\N=C/c2cccc(F)c2)c1,8%

# Seven structures already listed, ordered by formula weight, ascending:
SMILES,ERK EGF inh
O=C(O)c1cnc2[nH]c3ccccc3n2c1=O,-2%[57.5 µM]
CC(C)c1[nH]nc2c1C(c1cccs1)C(C#N)=C(N)O2 (configuration not stated),1%
CC1(C(=O)N2CCN(c3ccccc3)CC2)CC1(Cl)Cl (configuration not stated),-13%
O=C(O)c1ccc(/C=N/n2cc(-c3ccccc3)[nH]c2=S)cc1,-1%[57.5 µM]
COC(=O)c1cc(Cl)c(NC(=O)c2ccc(F)cc2)cc1OC,4%
CC(=O)N1CCCN(Cc2cn(-c3cccc(C)c3)nc2-c2cccc(F)c2)CC1,-1%[57.5 µM]
CC(=O)NC(Cc1ccc(C)cc1)C(=O)NC1CCN(C(=O)c2ccc([N+](=O)[O-])cc2)CC1 (configuration not stated),8%

# Next part.
SMILES,ERK EGF inh
CC(=O)[C@@]1(O)C(C)CC2C3C=C(C)C4=Cc5c(cnn5-c5ccccc5)C[C@]4(C)C3C(O)C[C@@]21C (some centres not stated),-17%[57.5 µM]
O=C1CC(c2ccc(F)cc2)Sc2ccccc2N1 (configuration not stated),7%
Cc1ccsc1/C=N/n1c(-c2cc(-c3ccccc3)n[nH]2)n[nH]c1=S,-1%[57.5 µM]
CCOC(=O)c1cnc2ccccc2c1NCc1ccco1,16%[57.5 µM]
CCOc1ccc(S(=O)(=O)Nc2ccncc2)c(C)c1C,-2%
COc1ccc2[nH]c(C)c(CCNC(=S)Nc3ccc(C)cc3)c2c1,-24%
CSc1nsc(SC)c1C(N)=O,-10%[57.5 µM]
CCN(CC)c1ccc(/C=C2\CCC(/C=N/NC(=O)c3ccc(=O)n(C)c3)=C2N2CCOCC2)cc1,2%
N#C/C(=C\c1ccc(O)c(O)c1)C(=O)NCCCc1ccccc1,?
CCCOc1ccc(C(=O)NCC2OCCc3ccccc32)cc1OC (configuration not stated),-7%
Cc1cccc(N2CCN(C(=O)C3(S(=O)(=O)c4ccc(Cl)cc4)CC3)CC2)c1C,1%
COc1ccccc1NC(=O)/C(=N/OCc1ccc(C#N)cc1)C(C)=O,3%
Cc1ccc(Cl)cc1N1CCN(S(=O)(=O)N2CCCCC2)CC1,4%
COC(=O)c1ccc(-c2ccc(OC)c([C@H]3[C@H]4C=CC[C@@H](C)[C@@H]4C(=O)N3Cc3ccccc3)c2)cc1,-6%[57.5 µM]
CCO[C@H]1OC(C(=O)N2CCN(Cc3ccc4c(c3)OCO4)CC2)=C[C@@H](C)[C@@H]1CCCO,-3%[57.5 µM]
CC12c3ccccc3C(c3ccccc31)C1C(=O)N(c3ccncc3)C(=O)C12 (configuration not stated),5%
Cc1nsc(Nc2ccc([N+](=O)[O-])cc2)c1C#N,0%
COc1cccc(CCc2nnc(CCC(=O)NC(C)c3c(C)nn(C)c3C)o2)c1 (configuration not stated),0%
CN(c1ncc(C(F)(F)F)cc1Cl)N1C(=O)C2ONC3(C(=O)CC(C)(C)CC3=O)C2C1=O (configuration not stated),-1%
O=C(NCCCN1CCOCC1)c1ccc(Sc2cccc(Cl)c2)c([N+](=O)[O-])c1,-4%
CN1CCc2cccc3c2[C@H]1Cc1ccc(O)c(O)c1-3,?

# Shown with values ahead of the structure: entries from further up
ERK EGF inh	SMILES
-4%	O=C(NCCCN1CCOCC1)c1ccc(Sc2cccc(Cl)c2)c([N+](=O)[O-])c1
?	CN1CCc2cccc3c2[C@H]1Cc1ccc(O)c(O)c1-3

# Molecules listed so far that have bromine (two):
SMILES,ERK EGF inh
O=C(NCc1n[nH]c(=S)n1-c1ccc(Br)cc1)c1ccc(S(=O)(=O)N2CCCC2)cc1,-1%
O=Nc1c(-c2c(O)[nH]c3cc(Br)ccc23)[nH]c2ccccc12,28µM*

# These rows are one share of the data, so the mix of outcomes need not match the whole.
